Source: PubChem
PfHsp40 rescue = rescue of yeast from PfHsp40 toxicity, primary screen, S. cerevisiae, ATP luminescence; S. cerevisiae expressing PfHsp40, growth rescue; growth rescue, % at 12.5 µM; 0.68% of 340,000 active; AID 504582, 2011; in the data active = growth rescue above about 28%, passing the limit was not always enough; inconclusive = no clear call, values can overlap the other calls;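 note: yeast W303a lacking pdr1 and pdr3 grown in galactose medium; growth measured after three days at 30 °C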
BoNT-A LC inh2 = BoNT/A light chain protease inhibitors, primary screen, biochemical, flow cytometry, MLPCN library; AID 588499, 2011; multiplex microsphere protease substrate cleavage; 0.17% of 360,000 active; inhibition, % at 10 µM; Botulinum neurotoxin type A light chain protease (Clostridium botulinum A str. ATCC 3502); note: plate controls were buffer without enzyme for full effect and enzyme alone for no effect
SSB-PriA inh = inhibitors of Klebsiella pneumoniae PriA binding to SSB C-terminal tail, primary screen, biochemical, AlphaScreen; inhibition, % at 33 µM; 0.6% of 430,000 active; PriA–SSB C-terminal tail interaction (Klebsiella pneumoniae); AlphaScreen SSBct-PriA binding, biotinylated peptide; AID 1272365, 2023; in the data active = inhibition mostly above about 37%, no sharp cut-off; inactive = mostly below about 20%;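 note: plate controls were negative control peptide for no effect and reference peptide for full effect; strong numbers were not always called active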
BH1578 lux ind = inducers of Vibrio cholerae quorum light production without autoinducers, primary screen, BH1578 luxS cqsA deficient, single point; V. cholerae BH1578 lux reporter, luminescence, 6 h; 0.16% of 350,000 active; activation, % at 18.7 µM; in the data active = activation mostly above about 9.7%, no sharp cut-off; inconclusive = no clear call, values can overlap the other calls; inactive = mostly below about 3.7%; note: not every result past the cut was called active; inactives centre near 0; reference of the scale not given here
PrPC TRFRET = inhibitors of human cell surface prion protein PrPC, primary screen, cell-based, TR-FRET | Major prion protein (Homo sapiens), P04156 | TR-FRET read-out | inhibition, % at 13.8 µM | 0.43% of 370,000 active; in the data active = inhibition above about 24%; note: 0% = median of the test wells and 100% = reference compound wells
Yp Topo-I inh = Yersinia pestis topoisomerase I inhibitors, primary screen, biochemical, cleavage product accumulation, plate reader, single point; Y. pestis Topo-I cleavage product accumulation; activity, % at 10 µM; 0.064% of 360,000 active; in the data active = activity above about 50%, passing the limit was not always enough; inconclusive = no clear call, values can overlap the other calls; note: inactives centre near 2
TcdB inh = TcdB glycohydrolase inhibitors, primary screen, biochemical, single point, plate reader; Toxin B (Clostridioides difficile), P18177; TcdB glycohydrolase enzymatic assay; inhibition, % at 9.99 µM; 0.24% of 350,000 active; in the data active = inhibition above about 10%
Anthrax LF inh2 = Bacillus anthracis LF protease inhibitors, primary screen, biochemical, multiplex microsphere, MLPCN library; multiplex microsphere protease cleavage assay; inhibition, % at 10 µM; 0.12% of 360,000 active; AID 588501, 2011; note: plate controls were buffer without enzyme for full effect and enzyme alone for no effect
Target sequence (P15917 whole entry, looked up): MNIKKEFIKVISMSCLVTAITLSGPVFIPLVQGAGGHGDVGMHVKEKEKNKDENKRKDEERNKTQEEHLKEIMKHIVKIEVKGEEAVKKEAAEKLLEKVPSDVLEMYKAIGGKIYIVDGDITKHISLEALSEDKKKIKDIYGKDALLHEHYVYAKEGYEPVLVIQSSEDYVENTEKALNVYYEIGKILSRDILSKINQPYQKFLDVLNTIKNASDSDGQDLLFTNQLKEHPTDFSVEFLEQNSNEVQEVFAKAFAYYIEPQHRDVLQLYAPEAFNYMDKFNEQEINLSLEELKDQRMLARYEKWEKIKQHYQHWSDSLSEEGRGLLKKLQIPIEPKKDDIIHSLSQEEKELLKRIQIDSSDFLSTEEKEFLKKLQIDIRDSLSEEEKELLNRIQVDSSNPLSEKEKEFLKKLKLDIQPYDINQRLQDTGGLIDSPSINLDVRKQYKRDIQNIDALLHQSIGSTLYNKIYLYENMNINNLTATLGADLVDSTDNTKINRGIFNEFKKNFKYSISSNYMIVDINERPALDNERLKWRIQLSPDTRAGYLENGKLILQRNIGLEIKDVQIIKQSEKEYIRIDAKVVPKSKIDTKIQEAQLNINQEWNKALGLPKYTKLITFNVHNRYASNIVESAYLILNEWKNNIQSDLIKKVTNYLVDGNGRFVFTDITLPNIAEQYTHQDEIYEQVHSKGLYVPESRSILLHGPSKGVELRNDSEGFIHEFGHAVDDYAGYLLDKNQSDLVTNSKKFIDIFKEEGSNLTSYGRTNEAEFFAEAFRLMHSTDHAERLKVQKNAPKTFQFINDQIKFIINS
SARS 3CLpro inh = SARS-CoV 3CLpro protease inhibitors, primary screen, biochemical, quenched FRET; Replicase polyprotein 1ab (Severe acute respiratory syndrome coronavirus), P0C6X7; recombinant SARS-CoV 3CLpro, quenched FRET peptide cleavage; inhibition, % at 6 µM; 0.14% of 290,000 active; AID 1706, 2009; in the data active = inhibition above about 12%
* hit, by the source's call; i = inactive; ? = inconclusive; nt = not tested or not shown. Cut-off read from the data, not from the text of the source, unless noted: active = inhibition above about 30%; inconclusive = no clear call, values can overlap the other calls; inactive = below that. A portion of the library (hit frequency here may not be typical).

# | smiles | TcdB inh | PrPC TRFRET | SSB-PriA inh | BoNT-A LC inh2 | BH1578 lux ind | Anthrax LF inh2 | Yp Topo-I inh | SARS 3CLpro inh | PfHsp40 rescue
1 | CCOC(=O)C1=CN(Cc2cccc(Br)c2)S(=O)(=O)N(C)C1C (stereo not given) | 0.3 | -1 | -20 | -0.3 | 3.1 | 6 | 41 | nt | 40*
2 | Cc1cc(C(=O)NCc2ccccc2)c(=O)[nH]c1C | nt | 4 | -5 | -3.6 | 11 | -8 | -3 | 5 | -1.4
3 | O=C(NCc1ccc2c(c1)OCO2)c1cc(-c2ccc(Cl)cc2Cl)on1 | nt | 1 | -24 | 0.0 | -1.0 | 2 | -2 | -4 | 2.0
4 | Cc1ccc(-n2c(SCC(=O)NCCN3C(=O)CSC3=O)nnc2-c2ccccc2)cc1 | 1.1 | 10 | 5 | 0.4 | -0.2 | 2 | 7 | 1 | -0.4
5 | CCCCC1(C(=O)OC)NC(c2ccc(O)cc2)C2C(=O)N(c3ccccc3)C(=O)C21 (stereo not given) | 1.5 | 2 | -9 | -2.3 | -0.5 | 16 | -2 | 1 | 1.0
6 | O=C(COc1ccc([N+](=O)[O-])cc1)Nc1ccc(N2CCCC2)cc1 | -0.2 | -2 | 4 | 0.8 | -0.4 | -4 | -22 | 0 | -1.6
7 | CN(CC(=O)Nc1ccncc1)S(=O)(=O)c1ccc(Cl)cc1 | nt | 7 | -9 | 0.8 | i | -6 | 0 | -2 | -1.8
8 | COc1ccc(NC(=O)CSc2nnc(-c3cnccn3)n2C)cc1OC | 2.3 | -1 | 0 | 2.3 | -0.3 | -2 | 1 | 0 | -1.0
9 | CN1CCN(C(=O)c2ccc(Cl)c(S(=O)(=O)N3CCCCC3)c2)CC1 | nt | -5 | -16 | 0.2 | i | -3 | -4 | 1 | 0.6
10 | Cc1ccc(OCC(=O)N2CCc3ccccc3C2)c(Br)c1 | -1.0 | -3 | -2 | -0.4 | -0.9 | -11 | 0 | 0 | nt
11 | CCOC(=O)[C@]12CCCC=C1N(Cc1ccc(Cl)cc1Cl)C(=O)[C@H](CC(=O)N1CCN(C(=O)C3CC3)CC1)C2 | 1.9 | 3 | nt | -0.3 | nt | -7 | nt | nt | nt
12 | COc1ccc(CNC(=O)COC(=O)c2ccco2)cc1 | 0.3 | 2 | -11 | -1.8 | -0.2 | 4 | 2 | 4 | -0.8
13 | CCOc1c2c(nc3ccc(Cl)cc13)CCC2 | nt | -1 | -19 | -0.4 | -0.2 | -1 | 16 | 3 | -0.6
14 | CC(C)NC(=O)c1onc(CSc2cccc(Cl)c2)c1C(=O)O | 2.4 | -1 | 0 | -0.2 | 0.5 | 4 | -1 | 7 | 2.3
15 | CC(=O)c1ccc(OCC(=O)OC(C)C(=O)NC2CCCCC2)cc1 (stereo not given) | 1.7 | 8 | -5 | 0.5 | -0.4 | -14 | 0 | nt | -1.6
16 | CCc1cc2c(cc3c(=O)n(CC(=O)N4CCN(c5ccccn5)CC4)nc(CC)n32)s1 | 0.2 | 3 | 3 | -1.4 | -6.7 | 1 | 10 | 1 | 0.1
17 | COC(=O)c1sc2nc(C)cc(C)c2c1N | 0.8 | -11 | -11 | 0.3 | i | 1 | -11 | -5 | 4.3
18 | COc1ccc(-c2nc3c(-c4ccc(F)cc4)cnn3cc2C)cc1F | -0.1 | 4 | -17 | -0.8 | 2.8 | 0 | -1 | 1 | -2.2
19 | CCN(CC)CCN1CCN(c2cncc(-c3cccc(N)c3)n2)CC1 | 0.2 | -9 | nt | 0.5 | -0.8 | -10 | -2 | nt | nt
20 | COc1ccc(CN2CCN(Cc3ccccc3OC)CC2)cc1 | -0.1 | -4 | -7 | -1.9 | -0.7 | -1 | 3 | -8 | 3.2
21 | CCOC(=O)N1CCN(S(=O)(=O)/C=C/c2ccccc2)CC1 | nt | -2 | -11 | -0.1 | nt | -2 | 6 | 3 | -1.2
22 | O=C(Cc1cccc2ccccc12)N/N=C/c1ccc2cccc(O)c2n1 | 1.3 | -4 | nt | 1.6 | -0.6 | 0 | 6 | 0 | 0.0
23 | O=C(CSc1nnnn1-c1ccc(Cl)cc1)NC1CCS(=O)(=O)C1 (stereo not given) | 0.2 | 1 | -2 | -1.9 | -1.0 | 0 | 1 | nt | -0.2
24 | O=C(NC(Cc1ccccc1)c1ccc2c(c1)OCCCO2)c1ccccc1 (stereo not given) | nt | -2 | -2 | ? | -0.2 | -4 | 1 | 2 | 0.3
25 | Cn1c(CN2CCOCC2)nnc1SCC(=O)Nc1ccc([N+](=O)[O-])cc1O | -0.8 | -18 | -3 | 2.2 | i | 2 | -2 | -4 | -0.1
26 | O=C1C(Cl)=C(NCC2CCCO2)C(=O)N1c1cccc(Cl)c1Cl (stereo not given) | nt | -2 | -41 | 0.3 | -0.4 | 2 | -10 | 3 | 2.1
27 | COCCNC(=O)c1ccc(CS(=O)(=O)c2ccccc2C)o1 | 1.1 | 9 | -3 | 0.3 | -0.7 | -11 | 3 | -11 | 0.5
28 | O=C(CNS(=O)(=O)c1ccc(Br)cc1)NCc1ccncc1 | 0.1 | -5 | -3 | -1.6 | -0.4 | 2 | -3 | -1 | -0.2
29 | COC(=O)c1ccc(C(=O)OC)c(NC(=O)COC(=O)c2ccc(OC)c(OC)c2OC)c1 | nt | 6 | -7 | -0.3 | i | -2 | -2 | -1 | -0.1
30 | CCNc1nc2nonc2nc1NCC | nt | -2 | -22 | 0.8 | i | 0 | -6 | -2 | 0.6
31 | Cc1c(CN(C)C)c2c(n1C)C(=O)c1ccc(Br)cc1-2 | nt | -23 | 24 | -2.7 | i | 1 | -15 | -11 | 0.7
32 | COc1ccc(-c2nc(SCC(=O)Nc3c(F)cccc3F)n[nH]2)cc1 | 1.7 | 4 | -2 | -7.2 | i | -2 | 1 | nt | -1.1
33 | Cc1ccc(NC(=O)c2ccc(CNc3c(N4CCC(C)CC4)c(=O)c3=O)cc2)cc1 | 0.9 | 4 | -3 | -0.2 | -0.3 | 13 | 0 | 3 | 1.4
34 | Cc1cc2ccccn2c1C(=O)c1nc(N2CCOCC2)ncc1Cl | nt | -5 | 22 | -1.2 | -0.4 | -6 | -1 | -1 | -0.4
35 | CCCN1CCN(CCCNC(=O)CN2C(=O)COc3ccc(C(C)(C)C)cc32)CC1 | 1.3 | -4 | nt | 0.1 | i | 4 | -2 | nt | nt
36 | Cc1ccc(S(=O)(=O)N(C)CC(=O)N2CCCCCCC2)cc1 | 1.8 | 4 | -11 | 1.3 | -14 | 1 | -7 | nt | 0.2
37 | COc1ccccc1NC(=O)Cn1cnc2c(cnn2-c2ccc(C)c(C)c2)c1=O | nt | -2 | 1 | -0.4 | i | 2 | 24 | -8 | -0.9
38 | Cc1cccc(C)c1NC(=O)N1CC=C(n2c(=O)[nH]c3ccccc32)CC1 | nt | -3 | -7 | nt | i | nt | -2 | -3 | -0.7
39 | COC(=O)CCCC(=O)NC1CCCN(C2Cc3ccccc3C2)C1 (stereo not given) | 0.6 | -7 | -10 | -3.9 | i | -16 | 1 | 9 | -0.9
40 | O=C(NCc1ccc(C(F)(F)F)cc1)C1CC(c2ccccc2C(F)(F)F)=NO1 (stereo not given) | 0.7 | -4 | -3 | 0.2 | -3.0 | -4 | -8 | nt | 6.9
41 | CNc1nc2[nH]c(=O)c3c(c2s1)OC(N)=C(C#N)C3c1cccc(F)c1 (stereo not given) | nt | 1 | -5 | 1.1 | i | 1 | 0 | 0 | -1.5
42 | Cc1ccc(C(=O)CSc2nnc3c4ccccc4nc(C(C)(C)C)n23)cc1 | -2.5 | 6 | -2 | -0.9 | 0.3 | 0 | 38 | -4 | -0.1
43 | Cc1[nH]c(=S)c(C#N)c(C)c1Cc1ccccc1 | -0.9 | 3 | -19 | 1.7 | -1.2 | 1 | -6 | 3 | nt
44 | CSc1cccc(NC(=O)C2CCCN(c3ncnc4c3nc3n4CCCCC3)C2)c1 (stereo not given) | -0.2 | 0 | -11 | 2.2 | i | 4 | 6 | -1 | 1.0
45 | CC(C)n1nnnc1C1c2ccccc2C(=O)N1Cc1cccc(F)c1 (stereo not given) | -0.1 | 1 | nt | 0.1 | nt | -1 | nt | nt | nt
46 | CC(C)(C)c1ccc(OCCCC(=O)Nc2cccc(S(=O)(=O)N3CCOCC3)c2)cc1 | -1.7 | 2 | 12 | nt | -2.1 | nt | 23 | nt | -0.7
47 | COc1ccc(-n2c(O)c(/C=N/Nc3nc(C)cc(C)n3)c3ccccc3c2=O)cc1OC | -1.5 | 5 | nt | -0.9 | -0.1 | -1 | 3 | 3 | -0.7
48 | CC(C)(C)S(=O)(=O)N1Cc2cc(CO)cc(CCO)c2[C@H]1CCO | -2.9 | 11 | -8 | -0.1 | i | 3 | 3 | nt | -0.7
49 | CC1CCN(C(=O)CSc2nnc3c(n2)[nH]c2ccc(F)cc23)CC1 | 0.4 | -3 | -2 | 0.1 | -0.1 | -1 | -1 | -2 | -1.3
50 | O=C(Nc1ccccc1Cl)Nn1cnnc1 | 2.8 | -5 | 4 | 2.2 | -0.1 | 0 | 6 | 0 | -0.5
51 | COc1cccc(N/C(SCc2ccccc2Cl)=C(/C#N)C(=O)NCc2cccs2)c1 | 0.1 | 9 | -5 | 1.1 | -0.2 | -1 | -7 | 8 | 0.5
52 | CCn1ncc(NC(=S)Nc2ccc(OC)c(OC)c2)c1C(N)=O | 2.0 | 1 | -13 | 0.6 | -0.4 | 5 | -11 | 0 | -0.6
53 | CCN1CCN(S(=O)(=O)c2cccs2)CC1 | -0.4 | -3 | -15 | -0.3 | 1.9 | 2 | 8 | -1 | -0.2
54 | O=C(CN1C2=NCCN2c2ccccc21)c1cccs1 | nt | 1 | 5 | -0.4 | 1.4 | -2 | 1 | 0 | -1.1
55 | OCC#CCSc1nnc(-c2ccccc2Br)o1 | nt | 5 | -3 | -0.7 | -0.4 | -8 | 18 | -2 | 0.2
56 | c1ccc(-c2nn(-c3ccccc3)[n+](-c3ccccc3)n2)cc1 | 1.2 | -11 | -1 | 0.5 | nt | -2 | 0 | nt | 2.2
57 | COC(=O)c1cccc(Cn2c(Cl)c(/C=N/NC(=O)c3ccco3)sc2=O)c1 | 2.0 | -15 | nt | -0.1 | 0.9 | 0 | 5 | -1 | -0.5
58 | O=C(NCC1(c2ccccc2)CCCC1)c1ccccc1Br | 1.5 | -4 | -41 | 0.6 | -1.3 | 1 | 15 | 2 | 1.1
59 | CC(=O)Nc1ccc(C(=O)OCCC(C)C)cc1 | nt | 3 | -13 | -0.6 | -0.3 | -1 | -9 | 0 | 1.1

Looked up one by one from the entries so far, 3 records:
# | smiles | TcdB inh | PrPC TRFRET | SSB-PriA inh | BoNT-A LC inh2 | BH1578 lux ind | Anthrax LF inh2 | Yp Topo-I inh | SARS 3CLpro inh | PfHsp40 rescue
58 | O=C(NCC1(c2ccccc2)CCCC1)c1ccccc1Br | 1.5 | -4 | -41 | 0.6 | -1.3 | 1 | 15 | 2 | 1.1
53 | CCN1CCN(S(=O)(=O)c2cccs2)CC1 | -0.4 | -3 | -15 | -0.3 | 1.9 | 2 | 8 | -1 | -0.2
54 | O=C(CN1C2=NCCN2c2ccccc21)c1cccs1 | nt | 1 | 5 | -0.4 | 1.4 | -2 | 1 | 0 | -1.1
